CD11b adhes inh – CD11b/CD18-fibrinogen binding inhibition | P05107+P11215 | K562 CD11b/CD18 adhesion to fibrinogen, ATPlite luminescence; Mn2+ added to activate the integrin | actives 0.54% (n = 93,000) | inhibition, % at 10 µM;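 active means primary inhibition of 50% or more at 10 µM, then 40% or more on retest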; further: some results filed as inactive read as strong as hits
Target sequence (P05107 whole entry, looked up, other chains not shown): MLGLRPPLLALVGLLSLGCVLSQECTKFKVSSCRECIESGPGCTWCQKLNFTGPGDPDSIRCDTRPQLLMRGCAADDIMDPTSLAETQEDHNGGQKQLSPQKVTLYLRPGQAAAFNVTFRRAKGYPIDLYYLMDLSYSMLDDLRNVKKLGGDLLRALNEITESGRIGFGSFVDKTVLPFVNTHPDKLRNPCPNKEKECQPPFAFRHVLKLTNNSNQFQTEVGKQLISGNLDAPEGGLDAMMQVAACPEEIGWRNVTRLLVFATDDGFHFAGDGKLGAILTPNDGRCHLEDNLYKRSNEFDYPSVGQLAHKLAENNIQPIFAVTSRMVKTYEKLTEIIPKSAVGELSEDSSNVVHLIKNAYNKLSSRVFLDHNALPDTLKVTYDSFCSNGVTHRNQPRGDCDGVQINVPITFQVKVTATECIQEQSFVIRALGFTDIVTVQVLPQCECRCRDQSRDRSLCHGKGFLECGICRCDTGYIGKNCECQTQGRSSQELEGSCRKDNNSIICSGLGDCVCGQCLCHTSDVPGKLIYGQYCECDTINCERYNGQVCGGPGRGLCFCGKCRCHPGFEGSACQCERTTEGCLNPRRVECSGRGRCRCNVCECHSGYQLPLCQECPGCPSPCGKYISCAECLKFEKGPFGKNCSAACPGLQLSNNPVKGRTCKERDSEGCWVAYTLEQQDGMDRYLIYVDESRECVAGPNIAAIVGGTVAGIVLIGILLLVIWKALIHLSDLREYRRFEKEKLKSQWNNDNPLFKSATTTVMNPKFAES
Starred values were filed as active, the others as inactive. Some of the compounds tested; count on the stated rates, not on these rows.

mol,CD11b adhes inh
Cc1ccc(S(=O)(=O)N(C)C)cc1NC(=O)COC(=O)CCC(=O)c1ccc(F)cc1,-2.7
CCN(CC)c1ccc(NC(=O)Cn2c(C(C)NC(=O)c3ccccc3)nc3ccccc32)cc1 (centres undefined),10.5
COc1cc(/C=N/NC(=O)c2nc(-c3ccccc3)n(-c3ccccc3)n2)ccc1O,9.6
CC1Oc2ccccc2C=C1/C=N/NC(=O)c1ccccc1 (centres undefined),7.6
c1ccc(-c2ccccc2OCCCCN2CCCCC2)cc1,2.5
Cc1ccc(S(=O)(=O)c2nc(Nc3ccccc3C#N)sc2Cl)cc1,-3.4
O=C(/C=C/c1ccc(Cl)cc1)NC(=S)Nc1ccc(N2CCOCC2)c(Cl)c1,1.4
Cc1ccc(S(=O)(=O)C2C(=O)N(C)C3(C)CC2c2ccccc2O3)cc1C (centres undefined),-3.8

Structural class: the compounds so far containing sulfur.
mol,CD11b adhes inh
Cc1ccc(S(=O)(=O)N(C)C)cc1NC(=O)COC(=O)CCC(=O)c1ccc(F)cc1,-2.7
Cc1ccc(S(=O)(=O)c2nc(Nc3ccccc3C#N)sc2Cl)cc1,-3.4
O=C(/C=C/c1ccc(Cl)cc1)NC(=S)Nc1ccc(N2CCOCC2)c(Cl)c1,1.4
Cc1ccc(S(=O)(=O)C2C(=O)N(C)C3(C)CC2c2ccccc2O3)cc1C (centres undefined),-3.8

Remaining list, next part
mol,CD11b adhes inh
COc1ccc(-n2c(=O)c3ccccc3c3ccccc3c2=O)c(OC)c1,-4.0
Cc1ccc(NC(=O)C2CC(=O)N/C(=N/N=C/c3ccco3)S2)cc1 (centres undefined),-6.8
O=C(CN1CCc2ccccc21)NCc1ccccc1Cl,0.5
Cc1ccc(C)c(OCC(=O)Nc2ccc(S(=O)(=O)Nc3ccccn3)cc2)c1C,7.7
CCCCn1nc(C(=O)Oc2ccc3c(C)cc(=O)oc3c2)c2ccccc2c1=O,12.4
C=CCN(C)CCCNC(=O)/C=N/O,3.0
COc1ccccc1C(=O)/C=C/c1ccc(N2CCCCC2)c([N+](=O)[O-])c1,26.8
CCn1c(SCC(=O)N2c3ccccc3CCc3ccccc32)nnc1-c1ccc(OC)cc1,17.2

mol,CD11b adhes inh
Cc1ccc2cccc(N=Cc3c(C)[nH]n(-c4ccccc4)c3=O)c2n1,-12.1
CC(C)Cc1csc(NC(=O)c2ccc(Cl)cc2)c1C(=O)O,100.4*
COc1ccc(-c2ccc(C#N)c(SCC(=O)NCCc3ccccc3)n2)cc1OC,-5.0
Cc1nc2cc(C(=O)OCC(=O)NC34CC5CC(CC(C5)C3)C4)ccc2n1-c1ccccc1,33.0
CCOc1cc(NC(=S)NC)c(OCC)cc1NC(=O)c1ccco1,5.2
CC/C(=N\NC(=O)Nc1ccccc1)c1ccccc1,-9.2
Cc1cccc(-n2cnc3cc([N+](=O)[O-])ccc32)c1,3.3
COc1cc(/C=N/NC(=O)c2ccoc2C)ccc1O,-9.3

mol,CD11b adhes inh
Cc1cc(C)c[n+](C(C)C(=O)c2ccc(-c3ccccc3)cc2)c1 (centres undefined),-14.5
Cc1ccc(C)c(NC(CC(=O)c2ccccc2)C(=O)OCC(=O)c2cccs2)c1 (centres undefined),2.1
CCN(Cc1ccccc1)c1ccc(/C=N/NC(=S)NC(C)C)cc1,-2.1
Cc1c(/C=N/NC(=O)CNc2ccccc2)c2ccccn2c1C(=O)c1ccccc1,-9.2
COc1cc(OC)cc(C(=O)NCC(=O)OCC(=O)c2cc(OC)ccc2OC)c1,3.1
Cc1ccc(C)c(N2CCN(C(=O)CSc3ccsc3[N+](=O)[O-])CC2)c1,16.3
COc1ccc(Nc2ccc(Nc3ccc(OC)cc3)nn2)cc1,-0.5
Cc1ccc(-c2cc(C(=O)N/N=C/c3c[nH]c4ccccc34)[nH]n2)cc1,21.1

Exported with each value named: 2 of the compounds above
O=C(/C=C/c1ccc(Cl)cc1)NC(=S)Nc1ccc(N2CCOCC2)c(Cl)c1
  CD11b adhes inh = 1.4
Cc1ccc(S(=O)(=O)C2C(=O)N(C)C3(C)CC2c2ccccc2O3)cc1C (centres undefined)
  CD11b adhes inh = -3.8

(continued)
mol,CD11b adhes inh
O=C(N/N=C/c1c[nH]c2ccccc12)C1CC1(c1ccccc1)c1ccccc1 (centres undefined),-6.5
CCCCCCCN(C(=O)CCl)c1ccccc1C,-1.8
Cc1cc(/C=C(\C#N)C(N)=O)c(C)n1-c1ccc(N2CCOCC2)c([N+](=O)[O-])c1,-4.1
CC(=O)Oc1ccc(-c2cccc(C(=O)OCC(=O)Nc3ccccc3Oc3ccccc3)c2)cc1,25.1
CCCn1nc([N+](=O)[O-])c(C(C#N)c2nc3ccccc3o2)c(Cl)c1=O (centres undefined),98.7*
CC(NC(=O)/C(=C/c1cccc([N+](=O)[O-])c1)NC(=O)c1ccco1)C(=O)O (centres undefined),12.7
CC(C)(C)CC(=O)O/N=C(\N)c1ccccn1,4.8
S=C(Nc1cccc(Cl)c1Cl)Nn1cnnc1,-1.8

mol,CD11b adhes inh
CCCCC(=O)NC(=S)NNS(=O)(=O)c1ccccc1,-13.0
CCCCOc1ccc(C(C)NC(=O)CCS(=O)(=O)Cc2ccccc2Cl)cc1 (centres undefined),-2.4
Fc1ccc(/C=C/c2nnc(-c3cccs3)o2)cc1,-10.6
O=C(CSc1nnc(CNC(=O)C23CC4CC(CC(C4)C2)C3)n1-c1ccccc1)Nc1ccccc1,-11.5
COc1cccc(C2C3=C(N=c4s/c(=C\c5ccc(O)cc5)c(=O)n42)c2ccccc2CC3)c1OC (centres undefined),-2.3
Cc1sc(NC(=O)c2cc(-c3ccccc3)nc3ccccc23)c(C(N)=O)c1C,15.9
O=C(Oc1ccc(Cl)cc1)c1ccc(N2CCOCC2)c([N+](=O)[O-])c1,9.1
COc1ccc(C(=O)NCc2ccc3c(c2)OCO3)cc1S(=O)(=O)N(C)Cc1ccccc1,16.5

Some of the entries so far, as labelled records:
Molecule: CC(NC(=O)/C(=C/c1cccc([N+](=O)[O-])c1)NC(=O)c1ccco1)C(=O)O (centres undefined)
  CD11b adhes inh: 12.7
Molecule: CC(C)(C)CC(=O)O/N=C(\N)c1ccccn1
  CD11b adhes inh: 4.8
Molecule: S=C(Nc1cccc(Cl)c1Cl)Nn1cnnc1
  CD11b adhes inh: -1.8
Molecule: CCCCC(=O)NC(=S)NNS(=O)(=O)c1ccccc1
  CD11b adhes inh: -13.0

More results follow:
mol,CD11b adhes inh
Cc1ccc(-n2c(SCC(=O)Nc3cccc(S(=O)(=O)NC4=NCCCCC4)c3)nc3ccccc3c2=O)cc1,-1.4
COc1cc(NC(=S)Nc2ccc(Br)cc2Cl)c(OC)cc1Cl,101.6
CC(C)NC(=S)N=Nc1c(O)[nH]c2ccc(C(C)C)cc12,-24.7
Cc1ccc(CN2CC(C(=O)Nc3nnc(SCc4c(Cl)cccc4Cl)s3)CC2=O)cc1 (centres undefined),76.6
Cc1ccc(NC(=O)COC(=O)C(CC(C)C)N2C(=O)C3CC=CCC3C2=O)c(C)c1 (centres undefined),2.9
Cn1c(N/N=C2\CCCc3ccccc32)nc2c1c(=O)n(Cc1ccc(F)cc1)c(=O)n2C,18.7
Nc1nnc(SCC(=O)OCC(=O)Nc2ccc(Br)cc2)s1,-5.5
CCOC(=O)/C(C#N)=C/c1c[nH]c2ccccc12,4.0

mol,CD11b adhes inh
CC(=O)Nc1ccc(S(=O)(=O)Nc2nc3ccccc3nc2Nc2ccc(S(N)(=O)=O)cc2)cc1,-11.7
O=C(CN(c1ccccc1)S(=O)(=O)c1ccccc1)Nc1ccccc1C(=O)NCc1ccco1,-8.8
O=C(COC(=O)c1ccccc1Br)NCCc1ccc(F)cc1,12.4
O=C(Nc1nc(-c2ccccc2)cs1)c1cccc([N+](=O)[O-])c1C(=O)O,-15.3
N#C/C(=C\c1c(N2CCC(C(N)=O)CC2)nc2ccccn2c1=O)C(=O)NCc1ccco1,0.2
N=C1CCCN1CC(=O)c1ccc(Cl)cc1,-2.6
O=C(CSc1nnc(CCc2ccccc2)n1-c1ccc(Cl)cc1)c1ccccc1,15.6
Cc1cccc(C)c1NC(=O)CNC(=O)C(NC(=O)c1ccc(C(C)(C)C)cc1)C(C)C (centres undefined),0.6

mol,CD11b adhes inh
O=c1cc(-c2ccc3c(c2)OCCO3)oc2ccc(Cl)cc12,3.0
COc1ccccc1CNC(=O)c1ccc(OCC2CCCO2)cc1 (centres undefined),-8.9
O=C(Cn1cc(SCc2ccc(F)cc2)c2ccccc21)N1CCOCC1,36.8
O=C1N(c2ccc(Cl)cc2)C(c2ccccc2)N2CCCN12 (centres undefined),-7.6
Cn1cnnc1Sc1cc(N2CCN(S(=O)(=O)c3ccc4ccccc4c3)CC2)ccc1[N+](=O)[O-],-3.3
CN(c1ccc(OCC(=O)OCC(=O)Nc2ccccc2)cc1)S(=O)(=O)c1cccs1,30.1
Cc1ccc(C(=O)NCCc2nnc3ccc(SCC(=O)Nc4c(C)cc(C)cc4C)nn23)cc1,-15.6
O=C(NCCc1ccccn1)c1cc(-c2ccc(Cl)c(Cl)c2Cl)nc2ccccc12,9.6

mol,CD11b adhes inh
Cc1cc(C(=O)N/N=C2\CCCC(=O)C2)c(C)n1-c1ccccc1,4.6
O=C(N/N=C\c1cc(Cl)ccc1O)c1ccc(S(=O)(=O)N2CCCCC2)cc1,-11.1
COC(=O)c1c(NC(=O)CN2C(=O)NC3(CCC(C(C)(C)C)CC3)C2=O)sc2c1CCCCC2 (centres undefined),-3.3
O=C(CNC(=O)/C=C/c1ccccc1)N=Nc1c(O)n(Cc2ccccc2)c2ccccc12,0.6
CCOC(=O)CSCC(=O)N1N=C(c2cccs2)CC1c1ccc(F)cc1 (centres undefined),18.5
C=CCNC(=S)N1CCN(c2ccc([N+](=O)[O-])cc2)CC1,4.2
CC/C(C)=N/Nc1cccc([N+](=O)[O-])c1,-7.6
CCOc1ccc2c(=O)c(-c3ccc4c(c3)OCCCO4)c(C)oc2c1,6.1

mol,CD11b adhes inh
Brc1ccc(-c2csc(N/N=C/c3ccc4c(c3)OCO4)n2)cc1,16.2
COC(=O)Cc1ccc(NC(=S)NCc2ccc(F)cc2)cc1,13.3
CCCS(=O)(=O)c1nc(S(=O)(=O)c2ccc(C)cc2)c(NCc2ccc3c(c2)OCO3)s1,2.2
O=C(CCCN1C(=O)/C(=C/c2ccccc2Cl)SC1=S)NNC(=O)c1ccccc1,17.7
CCCN(CCC)C(=O)Cn1c(=O)n(CCCCCC(=O)Nc2ccccc2)c(=O)c2sccc21,6.0
CCOC(=O)C1=C(C)N=C2c3ccccc3C(=O)C2C1c1ccc(Br)cc1 (centres undefined),-17.8
CCOC(=O)c1cc(-c2ccccc2)sc1NC(=O)CC,-5.9
Cc1c(NC(=S)NCc2ccc(F)cc2)cccc1[N+](=O)[O-],-0.3

mol,CD11b adhes inh
Cc1nc(NC(=O)/C=C/c2ccc(Cl)cc2Cl)sc1C(=O)N(C)C,-6.9
Cc1ccccc1SCC(=O)OCC(=O)Nc1sccc1C(N)=O,86.2
COc1cc(/C=N/NC(=S)Nc2cccc(S(=O)(=O)N(C)C)c2)cc(OC)c1O,13.2
Cc1c(Cl)cccc1NC(=S)N1CCN(Cc2ccc3c(c2)OCO3)CC1,13.5
CCc1nccn1-c1cc(C(C)(C)C)nc2c(-c3ccc(Cl)cc3)cnn12,-3.6
N#C/C(=C\c1ccc(Cl)cc1)c1nc(-c2ccco2)cs1,-14.3
CN(CC(=O)Nc1ccc(Cl)cc1)CC(=O)Nc1ccc(F)c(F)c1F,22.8
CCCCN(C(=O)CSc1nnc(-c2ccccc2)n1C)c1c(N)n(Cc2ccccc2)c(=O)[nH]c1=O,-13.3

mol,CD11b adhes inh
O=C(CC(=O)c1ccccc1)Nc1cccnc1Cl,-16.8
CCCCn1c(N)c(C(=S)NC(=O)CC(C)(C)C)c(=O)n(C)c1=O,4.1
O=C(CSc1nnc(-c2cccnc2)s1)Nc1ccc(C(=O)O)cc1,11.5
O=[N+]([O-])c1ccc(-c2cnc(NO)nc2)cc1,-7.1
C=C(CCC(=O)c1ccccc1)C(=O)c1ccccc1,22.9
COc1ccccc1OCC(=O)Nn1c(=S)[nH]c2ncccc2c1=O,-4.9
FC(F)(F)c1ccc(Oc2ccc3cc(Br)ccc3c2)nc1,40.9
Nc1nc(Cl)nc(N(c2ccccc2)c2ccccc2)n1,-8.9

mol,CD11b adhes inh
CCCOc1ccc(C(=O)NCC(c2ccco2)N(C)C)cc1 (centres undefined),4.9
Cc1cc(C)nc(NN=C2CCCC2)n1,3.9
COc1ccc2cc(/C=N/NC(=O)c3ccc(CN(c4ccc(C)c(C)c4)S(C)(=O)=O)cc3)c(Cl)nc2c1,2.1
CC[N+](C)(CC)CC(O)COCC1COc2ccccc2O1 (centres undefined),-8.7
CCOC(=O)c1c(C)[nH]c(C(=O)NNC(=O)c2ccc(C(C)(C)C)cc2)c1C,-1.7
COP(=O)(OC)c1nc(-c2cccc3ccccc23)oc1NCc1ccccc1,18.9
COc1ccccc1NC(=S)NNC(=S)Nc1ccc(OC(F)F)cc1,31.3
C=CCN1C(=O)/C(=C/c2cccs2)S/C1=N\S(=O)(=O)c1ccc(F)cc1,18.9
CCOC(=O)c1ccc(NC(=O)c2ccccc2N(C)S(=O)(=O)c2ccccc2)cc1,8.3
Cc1ccc(S(=O)(=O)N(C)CC(=O)OCC(=O)c2c(N)n(C)c(=O)n(C)c2=O)cc1,-18.4

Screening data: PubChem, Sanford-Burnham Center for Chemical Genomics
